Screening data deposited in PubChem by several laboratories.
GC-B act – GC-B (human) receptor activation; P20594; 370,000 tested, 0.11% active; activation, % at 10 µM; AID 1920062; HEK293-GC-B cells, CNP EC30, cGMP TR-FRET; 0% at EC30 CNP, 100% saturating CNP;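 active means activation at 10 µM reaching about 35% in either raw or pattern-adjusted values, limit read from the data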
proKLK7 act – proKLK7 (human) activation, primary screen; activation, % at 7 µM; P49862; purified proKLK7, EDANS-DABCYL substrate fluorescence; 100% is mature enzyme control, 0% vehicle; 370,000 tested, 0.9% active; AID 652039;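 active means activation above the mean of all tested compounds plus 3 SD, computed per campaign excluding outliers beyond control limits, cut at about 13% in these data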
HGIII-sPLA2 inh – Blocks human group III sPLA2 activity; inhibition, % at 12.2 µM; QFRET BODIPY PC-A2 liposome hydrolysis, fluorescence; 370,000 tested, 0.56% active; Q9NZ20;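 active means inhibition above mean plus 3 SD of compounds lying within the high and low control bounds, cut at about 19% in these data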;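 further: 0% = median of test compound wells and 100% = no enzyme DMSO wells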
SMARCA2 activ – increases SMARCA2 function in MMTV reporter cells; MG213 cells, MMTV-luciferase reporter, dexamethasone, overnight; activation, % at 9.1 µM; 370,000 tested, 1% active; in the data active means activation above about 7.8%;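 further: 0% = vehicle wells and 100% = reference activator wells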
DAX1 inh-1 – inhibitors of human orphan nuclear receptor DAX1 (NR0B1). HEK293 Gal4-DAX1 luciferase reporter, luminescence. inhibition, % at 6.75 µM. 340,000 tested, 0.99% active. AID 504766;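 active means inhibition above the mean over all tested compounds plus 3 SD, cut at about 4.2% in these data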;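 further: 0% = DAX1-transfected cells with DMSO and 100% = empty-vector control cells with DMSO; inhibition shows as a rise in luminescence from relieved DAX1 repression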
GC-A act – GC-A (human) enzyme activation; P16066; HEK293 GC-A cells, cGMP TR-FRET, EC30 ANP; 0% at EC30 ANP, 100% saturating ANP; activation, % at 10 µM; 370,000 tested, 0.14% active; AID 1671463; in the data active means activation above about 40%
Target sequence (P16066 whole entry, looked up): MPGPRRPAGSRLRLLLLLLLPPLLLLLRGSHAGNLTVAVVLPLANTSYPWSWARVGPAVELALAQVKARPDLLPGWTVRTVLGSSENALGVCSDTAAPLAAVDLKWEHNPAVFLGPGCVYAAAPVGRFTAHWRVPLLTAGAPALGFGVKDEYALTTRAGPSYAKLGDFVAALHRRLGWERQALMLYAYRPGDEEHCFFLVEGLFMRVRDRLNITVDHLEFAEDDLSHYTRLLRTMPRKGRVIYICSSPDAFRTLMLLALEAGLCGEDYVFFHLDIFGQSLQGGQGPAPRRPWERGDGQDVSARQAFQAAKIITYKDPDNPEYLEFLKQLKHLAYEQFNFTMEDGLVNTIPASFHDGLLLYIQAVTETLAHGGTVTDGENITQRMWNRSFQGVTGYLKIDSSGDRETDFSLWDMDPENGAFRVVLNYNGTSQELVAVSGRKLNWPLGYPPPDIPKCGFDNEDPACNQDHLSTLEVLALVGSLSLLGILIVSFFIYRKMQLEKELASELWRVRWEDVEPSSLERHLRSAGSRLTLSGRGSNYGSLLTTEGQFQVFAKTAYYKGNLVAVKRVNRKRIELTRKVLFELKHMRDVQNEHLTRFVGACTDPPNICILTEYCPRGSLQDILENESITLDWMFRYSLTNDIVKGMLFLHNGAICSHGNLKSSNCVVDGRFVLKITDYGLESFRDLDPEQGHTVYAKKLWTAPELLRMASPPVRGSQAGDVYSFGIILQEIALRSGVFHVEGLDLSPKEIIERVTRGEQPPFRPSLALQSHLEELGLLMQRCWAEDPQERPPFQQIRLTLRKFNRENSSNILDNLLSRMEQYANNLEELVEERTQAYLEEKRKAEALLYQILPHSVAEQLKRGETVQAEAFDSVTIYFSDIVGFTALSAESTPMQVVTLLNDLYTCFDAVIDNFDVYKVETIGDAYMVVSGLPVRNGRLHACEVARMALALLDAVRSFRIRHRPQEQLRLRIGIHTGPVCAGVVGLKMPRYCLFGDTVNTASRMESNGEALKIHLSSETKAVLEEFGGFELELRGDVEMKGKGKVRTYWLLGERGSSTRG
GAA850 FXN act – activators of GAA850 frataxin (FXN) promoter | HEK293 lucGAA850 FXN promoter luciferase reporter, 24 h; percent of 10 µM SAHA response | activation, % at 6 µM | 360,000 tested, 0.56% active | AID 540364;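 active means activation above the average of all compounds screened plus 3 SD, cutoff fixed separately per campaign, cut at about 7.5% in these data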;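 further: 0% = DMSO wells and 100% = 10 µM SAHA wells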
DAX1 inh-2 – blocks DAX1 repression of SF-1 activated StAR promoter; inhibition, % at 6.8 µM; AID 652010; 370,000 tested, 1.1% active; HEK293T StAR-luciferase reporter, SF-1/DAX-1 repression relief;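 active means inhibition above the mean over all tested compounds plus 3 SD, cut at about 3.6% in these data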;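 further: 0% = DAX-1 cells with DMSO and 100% = cells lacking DAX-1 with DMSO; higher inhibition means more luminescence from relief of DAX-1 repression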
ssDAF12 agonist – activators of S. stercoralis DAF-12 nuclear receptor; 370,000 tested, 1% active; HEK293 ssDAF-12/GRIP1 lit1-tk-luc reporter, luminescence; % of 3 µM dafachronic acid response; activation, % at 6.8 µM;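 active means activation above the mean over all tested compounds plus 3 SD, cut at about 0.9% in these data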;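 further: 0% = DMSO-only wells and 100% = 3 µM delta7-dafachronic acid wells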
hgDAF-12 ag – activates the H. glycines DAF-12 receptor ligand-binding domain; 370,000 tested, 1.8% active; HEK293 GAL4-hgDAF12 UAS-luciferase reporter, agonist luminescence; normalized to butyrate control; activation, % at 6.8 µM;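 active means activation above a cutoff set at the mean of all screened compounds plus 3 SD, cut at about 10% in these data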;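 further: 0% = DMSO wells and 100% = sodium butyrate wells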
hcDAF-12 act – H. contortus DAF-12 activation, primary screen; HEK293 hcDAF-12 lit1-tk-luc reporter, luminescence; 0% DMSO, 100% Δ7-dafachronic acid; activation, % at 6.8 µM; 370,000 tested, 1.4% active;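 active means activation above the mean of all tested compounds plus 3 SD, cut at about 5.5% in these data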;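 further: 100% = response to 3 µM Δ7-dafachronic acid high control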
* = called active by the depositor; / = not tested or not shown.

SMILES	GC-B act	proKLK7 act	HGIII-sPLA2 inh	SMARCA2 activ	DAX1 inh-1	GC-A act	GAA850 FXN act	DAX1 inh-2	ssDAF12 agonist	hgDAF-12 ag	hcDAF-12 act
O=S(=O)(NCc1ccc2c(c1)OCO2)c1c(F)cc(F)cc1Br	3	0.3	-11	-4	-1.4	7	0.9	0.3	-1.2	2.3	-0.9
Cc1cc(C)cc(NC(=S)NCCCN2CCOCC2)c1	4	0.2	4	1	-0.4	3	-2.0	0.0	-1.2	3.0	-0.6
O=C(O)c1ccc2c(c1)nnn2C1CCCCC1	3	0.9	8	6	2.3	-1	1.7	0.2	-1.1	0.8	-1.6
Clc1ccc(Cl)c(-c2nc(-c3ccncc3)no2)c1	0	0.3	1	0	1.2	-2	1.9	-0.4	-1.0	0.5	2.5
CCc1nc2ccc(C(=O)N3CCN(CC)CC3)cc2nc1CC	-2	0.5	0	-3	1.0	2	-0.1	0.1	-1.1	0.7	-0.7
Cc1nc2c(C)cccc2cc1C(=O)N/N=C/c1ccc(C(=O)O)cc1	-1	-0.9	0	-1	/	1	0.8	-0.4	-0.7	-3.2	-0.4
O=C(CCC1CCCC1)N1CCN(C(=O)c2ccco2)CC1	3	0.1	2	5	0.7	2	-0.1	0.5	-1.1	3.0	1.5
CC(=O)N=c1sc2c3ccccc3ccc2n1C	-2	-0.1	2	5	-1.0	6	0.8	-0.8	0.6	3.7	7.5*
COc1ccc(-c2nnco2)cc1OC	6	0.7	4	2	1.0	1	2.6	0.1	-1.6	0.3	-0.4
Cc1[nH]c2ccccc2c1/C=N/NC(=O)c1cc(-c2cccs2)[nH]n1	0	0.6	-12	1	-0.9	2	4.9	-1.6	-1.5	0.2	0.6
C[C@@H](O[Si](c1ccccc1)(c1ccccc1)C(C)(C)C)[C@@H]1NC(=O)[C@@H]2C[C@]3(Br)c4ccccc4N(S(=O)(=O)c4ccccc4)[C@@H]3N2C1=O	1	/	-4	/	/	-5	/	/	-1.6	4.0	0.2
CN(C)CCn1nnc2c(=O)oc3ccccc3c21	-2	0.0	0	-1	0.4	2	1.3	0.3	-0.6	1.3	-1.4
Cc1cccc(OCC(=O)Nc2nonc2NC(=O)COc2cccc(C)c2)c1	4	-1.1	2	-3	-0.3	-8	-0.3	0.4	-1.0	0.2	-0.8
N#Cc1cccc(NC(=O)OCCCN2CCC3(CCCCC3)C2=O)c1	-4	-0.6	-1	-4	/	-2	/	-1.2	-1.2	-1.6	-3.3
Cc1c(C)n(C(=O)CSc2nncn2C)c2ccccc12	4	-0.7	11	-1	-0.9	1	-3.3	-1.1	-0.2	0.5	2.2
COc1ccc2cc(-c3csc(-c4cccnc4)n3)ccc2c1	-6	-0.9	8	6	4.0	-1	8.1*	1.0	-0.6	3.3	1.2
COc1cccc(NC(=O)CN(C)C(=O)c2cc3c(s2)CCC(C)C3)c1 (stereo unspecified)	-1	0.1	-8	1	0.0	3	4.2	1.5	-1.0	1.1	-0.8
CCNC(=O)C(=O)c1c(-c2ccccc2)[nH]c2ccccc12	1	-0.2	6	1	2.0	4	0.4	0.1	-1.1	-1.6	-0.7
O=C(NCCOc1ccccc1)c1ccc2c(c1)OCO2	-1	-0.3	0	-2	-4.1	1	-8.0	2.5	-0.9	-2.0	2.3
O=C1CCCN2N=C(SCC(=O)Nc3cccc(F)c3)SC2=N1	-4	0.0	6	-1	-0.8	-1	-2.4	-0.6	-0.5	0.8	-1.7
COc1ccc(N2CCN(C(=O)COC(=O)c3ccc(Cl)nc3)CC2)cc1	-2	-0.1	3	-2	0.3	-2	-0.6	0.3	-1.0	2.2	-0.5
O=C(COC(=O)c1cc(Cl)cc(Cl)c1)NCCN1C(=O)CSC1=O	2	0.1	-20	4	-0.1	2	-0.6	-0.3	-0.5	3.6	1.8
Cc1nc2ccccc2nc1OCc1ccc([N+](=O)[O-])cc1	1	0.3	0	-3	0.1	-5	2.0	0.3	-1.8	-0.3	-2.4
Cc1cn([C@H]2C[C@H](O)[C@@H](CNCc3ccccc3)O2)c(=O)[nH]c1=O	2	0.1	2	0	1.8	5	1.6	0.1	-0.8	0.7	-0.2
COc1cccc(NC(=O)NC(=O)c2c(C)cc(Cl)nc2Cl)c1	3	0.4	-8	5	0.3	3	0.7	0.5	-1.4	-0.7	1.3
CC(=O)n1nc(-c2ccccc2)nc1NCc1cccs1	-4	0.2	-4	6	-0.6	-3	2.4	1.3	-1.5	5.5	0.6
COc1ccc(CNC(=O)/C=C/c2ccc(S(=O)(=O)N3CCOCC3)cc2)cc1	3	-0.2	-1	-3	1.2	-5	0.0	-0.3	-2.3	0.9	-0.4
CCOc1ccccc1N1CCN(C(=O)CCCN2C(=O)c3cccc4cccc(c34)C2=O)CC1	3	0.2	-2	-1	-0.7	-1	0.8	-0.5	-1.6	2.3	-4.7
C=CCN1C(=O)N(c2ccc(F)cc2)C(=O)C1CC(=O)Nc1ccc(Cl)cc1 (stereo unspecified)	1	0.2	-9	0	-0.6	5	0.2	-0.4	-1.5	1.5	-0.7
Clc1ccc(OCCCCCN2CCCC2)c(Br)c1	0	-0.1	-8	0	0.9	2	0.9	1.4	-0.8	1.0	-1.2

Brought forward from above: two entries, then new ones.
SMILES	GC-B act	proKLK7 act	HGIII-sPLA2 inh	SMARCA2 activ	DAX1 inh-1	GC-A act	GAA850 FXN act	DAX1 inh-2	ssDAF12 agonist	hgDAF-12 ag	hcDAF-12 act
C=CCN1C(=O)N(c2ccc(F)cc2)C(=O)C1CC(=O)Nc1ccc(Cl)cc1 (stereo unspecified)	1	0.2	-9	0	-0.6	5	0.2	-0.4	-1.5	1.5	-0.7
Clc1ccc(OCCCCCN2CCCC2)c(Br)c1	0	-0.1	-8	0	0.9	2	0.9	1.4	-0.8	1.0	-1.2
Cc1cc(OCC(=O)OCC(=O)NCc2cccs2)ccc1Cl	1	0.2	-5	-5	0.0	2	1.0	-1.1	-1.1	6.3	-1.6
COCc1cc(=O)[nH]c(SCCS(=O)(=O)c2ccc(Cl)cc2Cl)n1	-4	0.3	0	4	-0.5	14	4.0	-0.4	-1.3	-3.5	-1.5
O=C(N/N=C\c1ccc(OC(=O)c2cccs2)cc1)c1ccc(Cl)cc1	-2	0.0	-4	-2	0.4	0	2.3	0.1	-1.6	-1.9	-1.6
COc1cc2c(ccc3cc(OC)c(OC)c(O)c32)cc1O	1	-4.4	-21	0	1.7	-2	-0.1	-2.5	-1.8	-2.6	-1.2
Cc1c(C(=O)N2CCCCC2)nnn1-c1nonc1N	3	0.8	-2	0	1.0	0	-0.8	0.1	-1.3	-1.0	-0.4
CC(=O)Nc1nc2ccccc2n1Cc1ccccc1C	5	-0.3	4	-4	-0.8	0	-0.2	-1.1	-1.4	-5.7	-2.2
CN1C2=N[C@@H](c3ccc4c(c3)OCO4)CC(=O)N2/C(=C\c2ccccc2)[C@H]1c1ccccc1	-31	/	-8	/	/	-30	/	/	-1.5	4.9	-3.6
CC(=O)O[C@H]1CSC[C@H]1NC(=O)c1ccccc1	1	-0.1	0	0	0.9	3	-0.5	-0.2	-1.1	-1.9	-1.1
CCC12CN3CCN(CC(C3)/C1=N\NC(=O)c1ccc(F)cc1)C2	3	-1.7	1	2	0.2	-1	2.6	1.0	-1.6	9.1	1.5
O=c1c2cc(N3CCOCC3)ccc2[nH]c(=S)n1CC1CCCO1 (stereo unspecified)	-2	32*	11	1	-0.3	0	0.4	-0.2	0.9*	2.8	0.5
O=C(COc1coc(CN2CCN(c3ccccc3F)CC2)cc1=O)N1CCc2ccccc21	3	0.7	4	-2	-0.7	0	1.6	-0.1	-1.2	-0.8	-0.2
CC(Sc1ncccn1)C(=O)NC1CCCC1 (stereo unspecified)	-4	0.2	15	-3	0.5	5	-0.4	0.1	-1.4	1.0	-1.1
Cc1ccccc1NC(=O)Cc1nc(COC(=O)c2cc(Cl)ccc2O)cs1	0	0.8	-29	1	-0.7	3	0.6	0.4	-0.5	1.5	0.8
NNC(=O)COc1ccccc1F	3	0.3	-3	2	0.9	3	2.5	0.6	-1.1	1.0	-0.4
O=C(Nc1cccnc1)C12CC3CC(CC(C3)C1)C2	2	0.0	3	-6	1.1	0	0.4	0.7	-1.1	-2.8	0.0
O=C(CN1C(=O)c2ccccc2C1=O)OCC(=O)c1ccc(F)cc1	-5	0.4	9	-1	-0.4	0	1.6	0.5	0.0	6.3	-1.2
S=C(NCc1ccco1)N1CCN(c2ccc(Cl)cc2)CC1	2	0.2	8	1	-1.8	1	1.7	-0.6	-1.8	-3.4	-1.0
CC(=O)c1cccc(NC(=O)N2CCCC2C(=O)Nc2cccc(C)c2)c1 (stereo unspecified)	1	-0.1	-1	-2	-1.8	0	-1.5	-1.3	-1.0	-2.8	-1.0
Cc1nc2ccc(S(=O)(=O)NCC(=O)NC(C)c3ccccc3)cc2s1 (stereo unspecified)	-1	-0.1	6	-2	-1.0	4	-2.7	-0.2	-1.3	1.7	-0.8
O=C(NN1C(=O)C2CCCCC2C1=O)c1ccco1 (stereo unspecified)	-3	-0.7	-6	0	-0.7	-3	-0.7	-0.3	-1.4	0.3	-0.9
O=S(=O)(Nc1nc2ccccc2nc1N1CCN(c2ccccc2F)CC1)c1ccc(Cl)cc1	4	1.6	-4	-4	1.7	-2	-0.6	-0.8	-0.7	-0.4	-0.8
O=C(OCc1cc2ccccc2[nH]c1=O)c1cccs1	4	-0.5	3	-1	-0.1	4	-0.9	-0.4	-1.5	-1.1	-0.9
Cc1ccnc(NC(=O)C2CCN(S(=O)(=O)c3ccc4ccccc4c3)CC2)c1	-5	0.1	1	-1	2.8	-1	1.0	0.8	-0.8	0.0	0.1
CC1CCCC(C)N1C(=O)COC(=O)c1ccc(O)cc1 (stereo unspecified)	1	0.5	1	-2	1.7	4	-0.6	-0.6	-1.2	-0.9	0.1
O=S(=O)(c1ccccc1F)n1c(CN2CCOCC2)nc2ccccc21	-8	0.2	-4	6	/	3	/	-0.2	-0.4	1.8	0.1
CCc1cc(=O)oc2c(C)c(OCC(=O)NCCCN3CCOCC3)ccc12	-1	-2.6	3	-1	0.4	0	-0.9	-3.4	-0.6	0.1	1.0
CCCc1nn2c(=O)cc(CSCC(=O)Nc3ccccc3OC)nc2s1	3	0.2	3	-2	-0.1	-1	1.0	-0.1	-1.1	2.6	-0.8
O=C(O)COc1ccccc1/C=N/NC(=O)CSc1nnc(-c2ccc(Cl)cc2)n1C1CCCCC1	6	0.2	-4	-4	0.3	-1	0.4	0.7	-1.2	-2.1	-1.1
N=C1/C(=C\c2coc3ccccc3c2=O)C(=O)N=C2SC(c3ccncc3)=NN12	15	43*	-7	1	1.2	9	1.7	0.0	-1.8	-0.8	-2.1
Cc1cc(SCC(=O)OCC(=O)N2CCN(C(=O)c3ccco3)CC2)c(C)cc1Br	-2	0.5	-5	2	0.6	-3	0.5	0.4	-1.0	0.7	0.1

An unsorted share of the library; about 6.7% have a hit in one of these screens.
